TAG inh: reduces triacylglycerol accumulation in H9c2 cells | Nile Red lipid (TAG) fluorescence; cells loaded with 200 µM oleic acid | inhibition, % at 12.5 µM | 230,000 compounds, 0.66% hits | AID 651582;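 active = pattern-corrected inhibition of lipid staining of at least 50% with the nuclear-stain viability signal not falling by more than 50%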;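 also: 0% = DMSO wells and 100% = triacsin C control wells; some results filed as inactive read as strong as hits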
TAG inh DAPI viability: recorded beside TAG inh, whose call it bears; DAPI nuclei signal change (viability), lower = more cytotoxic, %;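 whole-well DAPI fluorescence read on a plate reader as a viability signal; minus 50 percent equals half of cells still viable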
Active calls of the source: *. These rows are one share of the data; the hit share may differ from the screen's.

SMILES	TAG inh	TAG inh DAPI viability
C/C(CS(=O)(=O)c1ccc(Cl)c(Cl)c1)=N/NC(N)=S	-15	-2
OC(c1ccccc1)(c1ccccc1)c1ncc[nH]1	-6	5
O=C(C[C@H]1C[C@H](C(=O)N2CCOCC2)[C@@]2(CCC3CCCC3)c3[nH]c4ccc(Cl)cc4c3CCN2C1=O)NCC12CC3CC(CC(C3)C1)C2	69*	-19*
Cc1cc(C)c(C(=O)N(C)CC2CCCN(CCc3ccccc3F)C2)o1 (stereo unspecified)	-2	-4
Clc1ccc(Br)c(-c2nc3ccccc3[nH]2)c1	-8	-2
CC1(C)Cc2ccccc2C(COc2ccccc2)=N1	-6	3
CC(NS(=O)(=O)c1ccc(Br)cc1)C(=O)NC1CCCCCC1 (stereo unspecified)	7	-5
COc1ccccc1NC(=O)c1ccc2c(c1)C(=O)N(c1ccccc1OC)C2=O	19	-10
O=C(NC1CCCCC1)C1CCCN(S(=O)(=O)c2ccc(Br)s2)C1 (stereo unspecified)	21	-4
CCOC(=O)c1cn(CC(=O)Nc2cccc(F)c2)nn1	-5	-2
Nc1ccccc1CCc1ccccc1N	13	2
CC(C)C(NC(=O)OCc1ccccc1)C(=O)N1CCOCCOCCOCC1 (stereo unspecified)	1	-9
O=C(Nc1ccccc1N1CCCC1)C1CCN(C(=O)c2ccc(F)cc2)CC1	5	-9
Cc1ccc(COc2ccccc2C(=S)N2CCCC2)cc1	-14	-1
O=C(Nc1cccc(Cl)c1)c1ccc(OC(=S)N2CCOCC2)cc1	-2	144
CCN(CC)S(=O)(=O)c1ccc(N2CCCC2)c(NC(=O)c2ccc(N3CCCC3=O)cc2)c1	10	1
CCc1nnc(NC(=O)c2cc(-c3ccncc3)nc3ccccc23)s1	-6	3
Cc1ccc(NC(=O)CSC2=NN3CCCC(=O)N=C3S2)c(C)c1	-34	17
O=C(O)C1CCN(C(=O)NC2CCCCC2)CC1	-16	6
CCOc1cc(/C=N/NC(=O)c2ccccn2)ccc1OC(=O)c1ccc(F)cc1	3	7
CNC(=O)c1nc(C)n(-c2cc(Cl)cc(Cl)c2)n1	-1	-2
O=C(c1ccco1)n1nc(-c2ccc(Cl)cc2)nc1NCc1ccco1	4	0
CC(C)(C)OC(=O)N1CCN(C(=O)OCC2c3ccccc3-c3ccccc32)CC1C(=O)O (stereo unspecified)	-16	0
COc1ccc(C(C)=O)cc1COc1ncnc2ccccc12	1	0
CCOc1cc2c(cc1OC)C(NC(=O)C(F)(F)F)CC2=O (stereo unspecified)	-3	3

Another view of four compounds above.
Molecule: Cc1ccc(NC(=O)CSC2=NN3CCCC(=O)N=C3S2)c(C)c1
  TAG inh: -34; TAG inh DAPI viability: 17
Molecule: O=C(O)C1CCN(C(=O)NC2CCCCC2)CC1
  TAG inh: -16; TAG inh DAPI viability: 6
Molecule: CCOc1cc(/C=N/NC(=O)c2ccccn2)ccc1OC(=O)c1ccc(F)cc1
  TAG inh: 3; TAG inh DAPI viability: 7
Molecule: CNC(=O)c1nc(C)n(-c2cc(Cl)cc(Cl)c2)n1
  TAG inh: -1; TAG inh DAPI viability: -2

Laid out differently: entries from further up
Compound: CCOc1cc(/C=N/NC(=O)c2ccccn2)ccc1OC(=O)c1ccc(F)cc1
- TAG inh: 3
- TAG inh DAPI viability: 7

Compound: CNC(=O)c1nc(C)n(-c2cc(Cl)cc(Cl)c2)n1
- TAG inh: -1
- TAG inh DAPI viability: -2

Compound: O=C(c1ccco1)n1nc(-c2ccc(Cl)cc2)nc1NCc1ccco1
- TAG inh: 4
- TAG inh DAPI viability: 0

Profiles, quoted from the list:
Cc1cc(C)c(C(=O)N(C)CC2CCCN(CCc3ccccc3F)C2)o1 (stereo unspecified) as listed: TAG inh: -2; TAG inh DAPI viability: -4
C/C(CS(=O)(=O)c1ccc(Cl)c(Cl)c1)=N/NC(N)=S as listed: TAG inh: -15; TAG inh DAPI viability: -2

The results go on:
SMILES	TAG inh	TAG inh DAPI viability
O=C(Oc1ccc(Cl)c2cccnc12)N1CCOCC1	2	-2
CCC(C)Nc1nc(CN2CCOCC2)nc2sc3c(c12)CCC3 (stereo unspecified)	12	-9
CCOC(=O)CCc1nc2ccccc2[nH]c1=O	-19	4
O=C(Nc1ccc(Cn2cccn2)cc1)c1ccc(COc2cccc(Br)c2)cc1	20	0
CNc1nc(Nc2ccccc2)nc(OCC(F)(F)F)n1	1	6
O=C(CSc1nnc(-c2ccncc2)o1)N1CCCC1	3	9
O=C1C2CCCCN2C(=O)N1CCN1CCN(c2ccc(F)cc2)CC1 (stereo unspecified)	-4	-2
CC(C)(C)CC(=O)NC(=S)Nc1ccccc1[N+](=O)[O-]	-3	-9
CC(C)(C)C(=O)NC(=S)Nc1cccc(C(=O)O)c1	6	3
COc1ccc(Nc2ccc([N+](=O)[O-])cn2)cn1	-4	7
O=C(COC(=O)/C=C/c1ccccc1[N+](=O)[O-])NC(=O)NC1CCCC1	-22	16
Cc1cc(C)c(C(=O)N2CCCC(C(=O)c3cc(F)ccc3F)C2)o1 (stereo unspecified)	-7	-11
CN1/C(=C/c2cc[n+](C)c3ccccc23)C=Cc2ccccc21	-15	-12
N#Cc1cccn1-c1nccs1	7	-3
CCCOc1ccc(C(C)=O)cc1CSCCC#N	0	-1
O=C1NC(=O)C2(CCCCC2C2CCCCC2)N1 (stereo unspecified)	-5	0
O=S(=O)(NCCOc1ccc(F)cc1)c1ccc2c(c1)OCCO2	-10	6
Cc1ccccc1CN1C(=O)Nc2ccccc2C(=O)N1C(C)(C)C	-7	8
CCOc1ccc(NC(=O)CSc2nc3c(c(=O)n2-c2ccccc2OC)SCC3)cc1	5	0
COc1ncnc2c1ncn2CCCN(C)Cc1ccco1	-11	10
CN1CCC(N(C)C(=O)c2cc(S(=O)(=O)N3CCOCC3)ccc2Cl)CC1	6	3
Oc1ccc(Cl)cc1CNCc1ccc(C(F)(F)F)cc1	-11	-17
C/C(=N/NC(=O)c1ccncc1)c1ccc(NC(=O)c2ccc(Cl)cc2Cl)cc1	13	-2
CN(C(=O)c1ccncc1)c1nnc(-c2cccnc2)s1	-3	-3
CCOC(=O)C1=C(COC(=O)C2CC(=O)N(c3ccccc3CC)C2)NC(=O)NC1C (stereo unspecified)	5	0
SMILES	TAG inh	TAG inh DAPI viability
COCCNC(=S)N1CCN(c2nc3ccccc3s2)CC1	0	-2
O=C(COC(=O)CNS(=O)(=O)c1ccccc1)NC12CC3CC(CC(C3)C1)C2	0	3
CCCNC(=O)C(Cc1cccc(OC)c1)NC(=O)c1ccc(C(C)(C)C)cc1 (stereo unspecified)	17	1
Cc1cc(C)cc(OCC(=O)OCC(=O)c2ccc3c(c2)NC(=O)CO3)c1	4	-6
Cc1ccn2cc(-c3ccc(Br)cc3)nc2c1	-10	13
Cn1cc(Br)c(NC(=O)/C=C/C(=O)O)n1	8	-9
CCN(CCn1cccn1)Cc1cn[nH]c1-c1ccc(-c2ccccc2)cc1	5	3
COc1cc(C(=O)N(Cc2ccccc2)c2cccc(C)c2)ccc1OCC(=O)N1CCOCC1	16	-5
COc1ccc(C2=[N+]([O-])C(C)(C)C(c3ccccc3)=N2)cc1	-10	13
Cc1cccc(N/C(N)=N/c2nc(C)cc(=O)[nH]2)c1	15	-10
Cc1nn(-c2ccccc2)c(C)c1C(=O)OCC(=O)Nc1cccc(S(N)(=O)=O)c1	-30	-4
Cc1ccc(S(=O)(=O)NCC2CCC(C(=O)NCCCN3CCOCC3)CC2)cc1 (stereo unspecified)	14	-2
Cc1ccc(S(=O)(=O)NCC(c2cccnc2)N(C)C)cc1 (stereo unspecified)	-4	-3
CN(Cc1ccccc1)C(=O)c1cccc(NC(=O)Cc2cccc([N+](=O)[O-])c2)c1	14	-12
Cc1cc(=O)[nH]c(N/N=C/c2c(C)oc3ccccc23)n1	15	-1
Cc1ccc(OCC(=O)Nc2ccc3c(c2)OCO3)c(C)c1	-11	0
O=C(NC1CCCCCCC1)C1CCC(CNc2c(N3CCCC3)c(=O)c2=O)CC1 (stereo unspecified)	7	-23
O=C(NCc1ccco1)C(=S)N1CCCC1	4	0
Cc1onc(-c2ccccc2)c1C(=O)N1CCCN(C(=O)c2c(-c3ccccc3)noc2C)CC1	18	-16
COc1ccc(-n2c(SCC(=O)Nc3ccc(NC(C)=O)cc3)nc3c([nH]c4ccccc43)c2=O)cc1OC	5	9
CCCCc1c(O)n2c(nc3ccccc32)[nH]c1=O	0	1
N#Cc1c(N)nc2c(c1N)CC(C(F)(F)F)O2 (stereo unspecified)	10	0
Nc1nc(N2CCN(C(c3ccccc3)c3ccccc3)CC2)n[nH]1	-9	10
CCCNC(=O)CNC(=O)c1ccc(C#N)cc1	4	3
OC[C@@H]1CN(Cc2ccc(F)cc2)C[C@H](n2cnc3c(NCc4ccco4)ncnc32)O1	11	-7
SMILES	TAG inh	TAG inh DAPI viability
COc1ccccc1CN1C[C@@H]2C[C@@H](c3ccc(Cl)cc3)N3CCC[C@@]23C1=O	1	8
CC1=CC(C)(C)N(C(=O)CNC2CCCC2)c2cc(C)ccc21	3	16
CCOc1cc(/C=C2\C(=N)N3N=C(N4CCCCC4)SC3=NC2=O)ccc1OC(=O)c1ccco1	1	0
CCc1cc(-c2[nH]ncc2-c2nc3ccccc3n2C)c(O)cc1O	3	-8
Cc1cc(C)nc(NCC(O)CNc2ccccc2Cl)n1 (stereo unspecified)	-11	-15
CCCSc1ccc([C@@H]2[C@H]3C(=O)N(CC)C(=O)[C@H]3[C@]3(C(=O)OC)CCCCN23)cc1OC	26	-7
O=C(COC(=O)/C=C/c1ccc(C(F)(F)F)cc1)Nc1ccc2[nH]c(=O)[nH]c2c1	-11	-4
COCCN(CC(=O)Nc1cccc(C)c1C)C(=O)C1(c2ccc(Cl)cc2)CCC1	13	-3
CC(=O)NC(Cc1ccccc1F)C(=O)NC1CCN(c2ncccc2[N+](=O)[O-])CC1 (stereo unspecified)	4	3
CCOc1ccc(C(=O)Nc2cc(-c3nc4ccccc4[nH]3)ccc2C)cc1[N+](=O)[O-]	1	7
NS(=O)(=O)c1ccc(CCNC(=O)CSc2nc3ccccc3c(=O)n2CCN2CCOCC2)cc1	-15	0
Cc1ccccc1C(=O)c1cccn1CC(=O)NCCC1=CCCCC1	-11	3
CCOc1ccccc1-n1nnnc1SCC(=O)O	-1	-5
COc1ccc(S(=O)(=O)Nc2cccc3c2O[C@H](CN(C)S(=O)(=O)c2cccs2)[C@@H](C)CN([C@H](C)CO)C3=O)cc1	-15	0
CCOC(=O)C1(CCOc2ccccc2)CCN(Cc2ccc(-n3cccn3)cc2)CC1	-8	16
Cc1ccccc1-c1nnnn1C1CCS(=O)(=O)C1 (stereo unspecified)	-2	10
CC1(C(=O)NS(=O)(=O)c2ccc(F)cc2F)CCN1C(=O)c1ccccc1 (stereo unspecified)	17	-4
CC(=O)c1ccccc1NC(=O)C1CCCN(C(=O)c2ccc(Cl)cc2)C1 (stereo unspecified)	-4	-2
O=C(NC(=O)c1ccccc1F)OCc1ccc(Cl)cc1Cl	-20	11
COCCCNC(=S)Nc1ccc(C)cc1[N+](=O)[O-]	8	-7
Cc1ccc(-c2nn(Cc3ccccc3)cc2/C=C/C(=O)O)cc1	-2	1
CCOc1ccccc1CN1CCN(C2CCSCC2)CC1CCO (stereo unspecified)	-3	-8
COC(=O)c1sc(S(=O)(=O)N2CCN(c3ccccc3F)CC2)c(C(=O)OC)c1C	-6	-6
Cc1ccc(NC(=O)c2cnccn2)nc1	1	6
CCC(=O)NCc1ccc2[nH]c(C)cc2c1	-4	-4
SMILES	TAG inh	TAG inh DAPI viability
NCCOc1ccc(C23CC4CC(CC(C4)C2)C3)cc1	98	-69
COc1cc(-c2nnc3sc(Cc4ccc(Cl)cc4)nn23)cc(OC)c1OC	9	0
O=S(=O)(c1ccccc1)N1CCN(S(=O)(=O)c2ccccc2)C1	-23	1
O=C(CSc1ccccc1F)NCC1(N2CCCCC2)CCCCC1	-22	7
COCCn1c(C)cc(C(=O)COC(=O)C2CC(=O)N(CCc3ccc(OC)c(OC)c3)C2)c1C (stereo unspecified)	-17	3
COc1cc(/C(C)=N/NC(=S)NC(C)C)cc(OC)c1OC	19	-2
CC1CN(Cc2cc(=O)n3ccsc3n2)CC(C)O1 (stereo unspecified)	-11	8
O=C(Cc1ccc(Br)cc1)NCCc1ccc(F)cc1	-8	-1
O=[N+]([O-])c1ccc(N2CCSCC2)cc1	-15	-14
COc1cccc(NC(=O)CN(C)CC(=O)Nc2ccc(Br)cc2)c1	-9	-1
Cc1nn(-c2ccccc2)c(C)c1C(=O)OCC(=O)N(C)c1ccccc1	-7	13
O=S(=O)(c1ccc(Cl)nc1)N1CCc2ccccc21	-5	0
O=C(Nc1ccccc1N1CCCC1)C1CCN(S(=O)(=O)c2ccc(F)cc2)CC1	-5	-3
COC(=O)Cn1c(=O)c(=O)n(CC(=O)OC)c2ccccc21	-3	1
O=S(=O)(NCCc1ccncc1)c1cc(Br)ccc1F	-8	6
C(=Nn1cnnc1)c1ccc2c(c1)CCC2	-3	-4
C/C(=N/Nc1nc(-c2ccccc2F)nc2ccccc12)c1ccccc1O	12	-4

Five entries drawn at random from those above, as already listed:
SMILES	TAG inh	TAG inh DAPI viability
CC1CN(Cc2cc(=O)n3ccsc3n2)CC(C)O1 (stereo unspecified)	-11	8
COc1cc(-c2nnc3sc(Cc4ccc(Cl)cc4)nn23)cc(OC)c1OC	9	0
C/C(=N/Nc1nc(-c2ccccc2F)nc2ccccc12)c1ccccc1O	12	-4
NCCOc1ccc(C23CC4CC(CC(C4)C2)C3)cc1	98	-69
O=S(=O)(c1ccccc1)N1CCN(S(=O)(=O)c2ccccc2)C1	-23	1

High-throughput results from PubChem.
